Source: PubChem BioAssay (several laboratories)
CHRM4 PAM = potentiates acetylcholine response at human M4 receptor. activation, % at 3 µM. P08173. 360,000 tested, 0.4% active. CHO-K1 hM4/Gqi5, Fluo-8 calcium fluorescence, ACh EC20; 0% = ACh EC20, 100% = maximal ACh;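 active = activation above its plate's cutoff, the mean activation of sample wells plus 3 SD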; note: some results filed as inactive read as strong as hits
Target sequence (P08173 whole entry, looked up): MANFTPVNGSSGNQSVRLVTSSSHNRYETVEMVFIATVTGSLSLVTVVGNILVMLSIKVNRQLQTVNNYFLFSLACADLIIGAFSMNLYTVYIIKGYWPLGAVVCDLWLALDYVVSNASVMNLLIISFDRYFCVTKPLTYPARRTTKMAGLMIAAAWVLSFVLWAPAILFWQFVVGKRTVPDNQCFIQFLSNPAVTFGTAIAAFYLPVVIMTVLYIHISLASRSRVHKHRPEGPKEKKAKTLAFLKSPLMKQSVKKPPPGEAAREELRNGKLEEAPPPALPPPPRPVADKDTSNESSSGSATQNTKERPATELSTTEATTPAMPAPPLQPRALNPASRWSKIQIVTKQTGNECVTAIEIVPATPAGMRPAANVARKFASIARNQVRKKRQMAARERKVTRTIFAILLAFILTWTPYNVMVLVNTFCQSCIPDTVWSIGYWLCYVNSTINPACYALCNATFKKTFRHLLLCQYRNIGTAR
CHRM5 PAM = potentiates acetylcholine response at human M5 receptor | CHO-K1 hM5, Fluo-8 calcium, ACh EC20 PAM; 0% = ACh EC20, 100% = ACh EC100 | 360,000 tested, 0.3% active | P08912 | activation, % at 3 µM | AID 624038;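 active = activation above the run cutoff, the mean activation of all test compounds plus 3 SD, cut at about 18% in these data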
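system = human M5 receptor in CHO-K1 cells | reagent = EC20 acetylcholine as agonist stimulus | compound dosing = single-point, 3 µM nominal | incubation = Fluo-8 loading 80 min at 37 °C plus 30 min room temperature | detection = Fluo-8 calcium dye fluorescence, kinetic read | benchmarks = low control EC20 acetylcholine (0%), high control EC100 acetylcholine (100%)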
M5 antag = blocks acetylcholine activation of human M5 receptor; P08912; CHO-hM5 cells, Fluo-8 calcium fluorescence, ACh EC80; inhibition, % at 3 µM; 360,000 tested, 0.59% active; AID 624040;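 active = inhibition above a per-plate cutoff, the mean of that plate's test compounds plus 3 SD, cut at about 27% in these data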;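 note: 0% = acetylcholine EC80 with DMSO and 100% = DMSO without agonist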
CHRM4 antagonist = CHRM4 antagonism in calcium assay; inhibition, % at 3 µM; CHO-hM4 cells, ACh EC80, Fluo-8 calcium fluorescence; 360,000 tested, 0.73% active;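 active = inhibition above its plate's cutoff, the mean inhibition of sample wells plus 3 SD, cut at about 27% in these data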;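 note: 0% = acetylcholine EC80 with DMSO and 100% = DMSO without agonist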
CHRM1 antagonist = antagonists of human M1 muscarinic receptor | CHO-K1 hM1, Fluo-8 calcium fluorescence, ACh EC80 antagonist | inhibition, % at 3 µM | 360,000 tested, 1.3% active | AID 588852;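 active = percent inhibition above its own plate's cutoff, namely the mean of that plate's compound wells plus 3 SD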;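 note: peak over basal fluorescence ratio during 140 s after agonist addition; 0% = ACh EC80 plus DMSO and 100% = DMSO alone without agonist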
Target sequence (P11229 whole entry, looked up): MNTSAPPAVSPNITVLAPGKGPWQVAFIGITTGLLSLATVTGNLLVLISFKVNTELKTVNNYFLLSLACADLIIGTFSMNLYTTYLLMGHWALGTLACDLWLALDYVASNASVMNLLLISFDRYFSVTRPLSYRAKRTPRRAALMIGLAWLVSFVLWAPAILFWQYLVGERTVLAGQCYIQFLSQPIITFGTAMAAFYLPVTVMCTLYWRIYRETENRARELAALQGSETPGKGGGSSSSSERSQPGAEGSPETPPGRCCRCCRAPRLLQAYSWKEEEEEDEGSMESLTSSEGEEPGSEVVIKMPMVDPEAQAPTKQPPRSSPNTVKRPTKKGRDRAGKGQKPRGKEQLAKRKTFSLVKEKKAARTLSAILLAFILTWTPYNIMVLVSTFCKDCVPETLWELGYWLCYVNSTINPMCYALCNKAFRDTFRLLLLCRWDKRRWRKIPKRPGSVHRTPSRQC
CHRM1 PAM = human CHRM1 positive allosteric modulation; P11229; CHO-K1 hM1, Fluo-8 calcium fluorescence, ACh EC20; 0% = ACh EC20, 100% = maximal ACh; activation, % at 3 µM; 360,000 tested, 0.088% active; AID 588819; in the data active = activation above about 19%, passing the limit was not always enough
CRFR2-BP ag = CRF-BP/CRF-R2 complex agonism; AID 588473; activation, % at 13.2 µM; HEK293 CRF-R2/CRF-BP, calcium dye fluorescence (FLIPR); percent of saturating CRF peptide response; 350,000 tested, 0.46% active;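 active = activation of at least 50%, plus an integration ratio under a set limit after plate pattern correction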;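 note: plate controls were neutral control wells without compound for no effect and CRF at EC100 for full effect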
CHRM5 agonist = agonists of human muscarinic M5 receptor (CHRM5); P08912; CHO-K1 hM5 cells, Fluo-8 calcium fluorescence; 0% DMSO wells, 100% maximal acetylcholine response; activation, % at 3 µM; 360,000 tested, 0.19% active;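 active = activation above the run's mean over test compounds plus 3 SD, cut at about 23% in these data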;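 note: signal is peak over basal fluorescence ratio across the kinetic read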
CHRM4 agonist = CHRM4 agonism in calcium assay; P08173; AID 624127; activation, % at 3 µM; 360,000 tested, 0.14% active; CHO-K1 hM4/Gqi5, Fluo-8 calcium fluorescence; vehicle 0%, full acetylcholine response 100%;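 active = activation above the run mean over all test wells plus 3 SD, cut at about 32% in these data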;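 note: peak over basal fluorescence ratio per well then scaled between controls; 0% = DMSO wells and 100% = acetylcholine at EC100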
The depositor's hits bear a star; · = not tested or not shown.

item	CHRM4 PAM	CHRM5 PAM	M5 antag	CHRM4 antagonist	CHRM1 antagonist	CHRM1 PAM	CRFR2-BP ag	CHRM5 agonist	CHRM4 agonist	compound
1	-53	-24	18	15	64*	-27	-1.8	-18	3	CC(C)c1ccccc1OCCCCN1CCCCC1
2	-1	-2	-7	-3	-1	0	·	-7	2	CC(C)Cc1ccc(CN2CCCC(NC(=O)CSc3nncn3C)C2)cc1 (centres undefined)
3	0	-2	1	2	-4	7	1.4	0	4	Cc1ccc(NC(=O)C2CCC(N3C(=O)C4CCCCC4C3=O)CC2)cc1 (centres undefined)
4	0	10	-7	7	-4	6	4.4	1	0	Cc1cc(C(C)(C)C)cc(C)c1COC(=O)CN1C(=O)NC2(CCCC2)C1=O
5	-2	-2	5	-3	-7	4	-1.8	-2	1	COC(=O)c1cn(NC(=O)Cc2cccc(OC)c2)c(=O)c2ccccc12
6	-9	-6	7	5	2	-3	0.6	0	13	NC(=O)c1ccc(NC(=O)CCCNC(=O)c2ccc(Cl)cc2)cc1
7	12	3	-3	9	13	-2	-0.4	1	2	CCOC(=O)c1c(N=CN(C)C)c2cc([N+](=O)[O-])cnc2n1C
8	8	6	14	9	-14	12	0.5	-4	1	COc1ccccc1NC(=O)CSc1nnc2ccc(-c3cccnc3)nn12
9	-7	0	13	-3	-10	0	1.3	-5	3	CCn1c(CNC(=O)c2cccnc2)cc2ccccc21
10	0	-2	2	2	4	-1	-2.0	0	0	Cc1cc(=O)[nH]c(SCC(=O)N2CCc3ccccc3C2)n1
11	4	5	-2	-13	0	7	0.4	0	1	O=C(O)c1ccc(C2NCC(c3ccccc3Cl)c3c2[nH]c2ccccc32)cc1 (centres undefined)
12	-3	-2	10	8	0	0	-0.7	-3	1	O=C(Cc1ncc(C(F)(F)F)cc1Cl)Nc1ccc(F)cc1
13	7	7	9	6	11	0	-0.9	0	0	Cc1ccc(C)c(SCc2noc(C(=O)NC(C)C)c2C(=O)O)c1
14	2	-4	3	-2	-8	5	-1.6	1	1	COc1ccccc1CNC(=O)[C@H](C)NC(=O)C1CCN(C(=O)[C@H](CCSC)NC(=O)OC(C)(C)C)CC1
15	18	-4	10	0	4	4	-0.2	2	2	COc1cccc(C(=O)NCCS(=O)(=O)N2CCCCC2)c1
16	-10	-9	-1	-2	12	-12	0.9	3	13	N/C(=N\OC(=O)COc1ccc2ccccc2c1)c1cccnc1
17	2	4	7	-9	-5	3	0.3	-7	0	Cc1cc(NS(=O)(=O)c2ccc(NC(=O)COc3c(C)cc(Br)cc3C)cc2)no1
18	1	1	-5	-15	-8	3	-0.3	-5	1	COC(=O)COc1nc(C)c2c(c1C#N)CC(C)(C)OC2
19	-6	-13	27	25	34*	-14	·	3	11	O=C(Nc1ccc(Oc2ccccc2)cc1)c1csc([C@@H]2O[C@H](CO)[C@@H](O)[C@H]2O)n1
20	-11	-11	9	7	35	-27	·	3	15	COc1cccc(CNc2nc(NCC3CC3)nc3ccsc23)c1OC
21	0	7	2	2	8	-2	0.2	1	0	CCCC1OC2CC3C4CCC5=CC(=O)C=CC5(C)C4C(O)CC3(C)C2(C(=O)O)O1 (centres undefined)
22	-4	6	10	0	-5	8	-4.7	-2	1	CC(CC(=O)N1CCN(c2ccccc2F)CC1)c1ccccc1 (centres undefined)
23	0	-5	8	-10	-13	18	0.9	-2	1	CC(C)Sc1cc(Cl)nc(NC(=O)Nc2ccccc2)n1
24	13	-6	-1	1	-20	0	1.5	-2	0	O=C1OC(c2ccc(Cl)cc2)=N/C1=C\c1cccnc1
25	2	-9	19	-2	-11	3	-0.2	0	2	O=C(Nc1ccccc1)Nc1ccno1
26	2	-3	3	4	3	2	2.0	1	2	O=C(Nc1ccccc1C(=O)NCC1CCCO1)c1ccc(Cl)cc1Cl (centres undefined)
27	10	2	-13	-10	-4	6	-3.6	-3	0	COc1ccc(C(=O)N2CCC(C(=O)Nc3ccc(C)cc3)CC2)cc1
28	-5	-2	8	-1	-16	7	-0.8	-1	2	COCCSc1nnc(NC(=O)c2ccc(NC(C)=O)cc2)s1
29	0	1	5	1	-8	10	·	0	0	CC(C)NC(=O)Nc1nnc([C@@H]2C[C@H](O)[C@@H](CO)O2)s1
30	5	-1	-3	-16	-23	10	0.3	0	5	COc1ccc(S(=O)(=O)N2CCCC2CNC(=O)C(=O)NC2CCCC2)cc1 (centres undefined)
31	6	3	4	-1	-7	7	1.9	-3	2	CC(=O)NS(=O)(=O)c1cccnc1Nc1ccc(Cl)cc1
32	5	-3	2	0	5	-7	-0.4	0	0	Nc1nc(Nc2ccc(Cl)cc2)nc2ccccc12
33	-2	2	-2	4	4	-1	-2.4	4	0	O=C(CN1CCN(c2ccc(C(F)(F)F)cn2)CC1)Nc1ccc2c(c1)OCO2
34	6	-3	7	-1	7	-3	12	1	2	CCC(C)Sc1ccc([C@@H]2[C@H]3C(=O)N(CC)C(=O)[C@H]3[C@]3(C(=O)OC)CCCCN23)cc1 (some centres undefined)
35	-1	8	0	-16	10	0	-2.2	-4	0	CN(CCc1ccccn1)C(=O)c1ccc(OC(F)(F)F)cc1
36	1	-5	-1	-5	-6	4	0.2	-3	1	CCn1cc(C(=O)NCCCOC)c2cc(OC)c(OC)cc2c1=O
37	-2	-16	17	-19	2	-9	-0.1	3	12	COC(=O)C1=NNC2(c3ccc(Cl)cc3)C(=O)N(c3ccccc3)C(=O)C12 (centres undefined)
38	2	5	14	-2	-1	-1	-0.6	1	0	CCc1nc2ccccc2n1CC(=O)NC1CCS(=O)(=O)C1 (centres undefined)
39	-7	-10	15	6	-2	2	-0.5	-2	0	Cc1nnc(NC(=O)CSc2nccn2Cc2ccc(F)cc2)s1
40	12	2	-4	-12	-1	3	1.4	-2	1	O=C(NCc1ccco1)c1nc2ncccn2n1
41	-6	5	4	11	0	4	0.1	-4	-1	CC(=O)OCC12COC3c4ccccc4OC(C)(CC1C)C3C2C (centres undefined)
42	-1	0	1	-6	-4	13	-0.5	-7	0	O=C1N(c2ccccc2)c2ccccc2C1(O)C(F)(F)F (centres undefined)
43	2	-3	1	11	-4	2	-0.2	-2	0	COc1ccc(C(=O)NCc2nnc(SCC(=O)NC3CCCC3)o2)cc1
44	0	1	-7	0	-6	7	-0.7	-4	1	Cc1ccc2nc(-c3cccc(Br)c3)cc(C(=O)NC3CC3)c2c1
45	13	-2	2	-17	-22	15	·	0	1	O=C(NCC1CC1)C1Cc2c(-c3cccc(F)c3)ccnc2O1 (centres undefined)
46	2	-5	7	-5	3	1	1.1	1	4	Cc1nc2ccc(NC(=O)Cc3ccc4c(c3)OCCO4)cc2s1
47	3	-4	-8	-3	-1	7	-2.1	-1	1	CNC(=S)Nc1ccc(Br)cc1
48	9	4	-7	-3	0	6	1.9	1	1	CN(C(=O)/C=C/c1ccccc1)C1CCS(=O)(=O)C1 (centres undefined)
49	-1	3	2	-4	-10	7	-0.2	1	0	Cc1nc(N(C)C2CCCCC2)c2nnn(Cc3ccc(F)cc3)c2n1
50	-7	2	8	10	-2	5	-1.5	1	0	CC(C)C[C@H](NC(=O)CCCn1nnc2ccccc2c1=O)C(=O)O
51	-2	0	12	-5	-8	8	-0.1	-5	2	COc1ccc(OC)c(NC(=O)CN(C)S(=O)(=O)c2ccc(Cl)cc2)c1
52	-2	-2	0	-4	0	-6	-0.8	0	3	O=C(Cn1cc(C(F)(F)F)ccc1=O)N/N=C/c1ccc(Cl)cc1
53	-6	2	1	10	-15	3	-0.4	1	1	C[C@H](CO)N1C[C@H](C)[C@@H](CN(C)C(=O)C2CC2)OCc2cnnn2CCCC1=O
54	4	-3	-2	-2	-18	10	-1.0	-1	-1	O=C(Nc1nnc(S(=O)(=O)Nc2ccccc2)s1)C1CCCCC1
55	5	-8	9	-15	-5	2	2.6	1	0	CCOc1ccc(S(=O)(=O)N2CCOCC2)cc1NC(=O)c1ccc(N2CCCC2=O)cc1
56	-4	-7	7	-17	12	-14	0.8	-3	0	CCn1cc(C2=NC(C(C)C)CO2)c2ccccc21 (centres undefined)
57	1	3	-16	-2	-5	11	-2.0	-1	1	NS(=O)(=O)c1ccc(CCNC(=O)C2CCN(S(=O)(=O)c3cccc4cccnc34)CC2)cc1
58	-4	-1	8	-7	-7	3	-0.3	-1	0	O=C(NCc1ccccc1Cl)C1CCC(=O)N(C2CC2)C1 (centres undefined)
59	-3	-1	5	-15	-6	3	0.7	1	11	Cc1ccc(S(=O)(=O)N(C)C)cc1NC(=O)COC(=O)CCC1CCCCC1

In the list so far, these have an aryl thioether with sulfur outside any ring.
item	CHRM4 PAM	CHRM5 PAM	M5 antag	CHRM4 antagonist	CHRM1 antagonist	CHRM1 PAM	CRFR2-BP ag	CHRM5 agonist	CHRM4 agonist	compound
2	-1	-2	-7	-3	-1	0	·	-7	2	CC(C)Cc1ccc(CN2CCCC(NC(=O)CSc3nncn3C)C2)cc1 (centres undefined)
8	8	6	14	9	-14	12	0.5	-4	1	COc1ccccc1NC(=O)CSc1nnc2ccc(-c3cccnc3)nn12
10	0	-2	2	2	4	-1	-2.0	0	0	Cc1cc(=O)[nH]c(SCC(=O)N2CCc3ccccc3C2)n1
13	7	7	9	6	11	0	-0.9	0	0	Cc1ccc(C)c(SCc2noc(C(=O)NC(C)C)c2C(=O)O)c1
23	0	-5	8	-10	-13	18	0.9	-2	1	CC(C)Sc1cc(Cl)nc(NC(=O)Nc2ccccc2)n1
28	-5	-2	8	-1	-16	7	-0.8	-1	2	COCCSc1nnc(NC(=O)c2ccc(NC(C)=O)cc2)s1
34	6	-3	7	-1	7	-3	12	1	2	CCC(C)Sc1ccc([C@@H]2[C@H]3C(=O)N(CC)C(=O)[C@H]3[C@]3(C(=O)OC)CCCCN23)cc1 (some centres undefined)
39	-7	-10	15	6	-2	2	-0.5	-2	0	Cc1nnc(NC(=O)CSc2nccn2Cc2ccc(F)cc2)s1
43	2	-3	1	11	-4	2	-0.2	-2	0	COc1ccc(C(=O)NCc2nnc(SCC(=O)NC3CCCC3)o2)cc1
